From PubChem
Xi reactivation – activators of inactive X chromosome reactivation, primary screen, imaging, XiGFP fibroblasts, GFP high-content imaging, set 2; XiGFP mouse fibroblasts, % GFP-positive cells imaging, 3 d; cells co-treated with 5-aza-dC sensitizer; scaled so ellipticine positive control = 100%; activation, % at 7.58 µM; hit rate 0.055% among 360,000; AID 743238, 2013;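 active = mean normalized replicate activation at least 10% and every replicate at or above 10%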;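 note: 0% = median of on-plate neutral control wells and 100% = ellipticine 6 µM median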
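System: 68-5-11 XiGFP fibroblast line; Timing: 3 days compound exposure; Compound dosing: one concentration, pinned; Benchmarks: positive control ellipticine, 6 µM final; Buffer or medium: DMEM containing 5-aza-dC.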
EWS-Fli block – EWS/Fli-driven NR0B1 reporter inhibitors, primary screen, A673 cells, NR0B1 luciferase, luminescence, MLPCN library; hit rate 0.67% among 350,000; inhibition, % at 12.6 µM; viability-normalised;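 active = mean inhibition of at least 50% after viability correction, with every replicate also passing that limit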;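 note: firefly luciferase signal divided by Alamar Blue viability fluorescence both relative to DMSO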
E-selectin induc – E-selectin induction in HUVECs, primary screen, imaging, HUVEC, immunofluorescence imaging, single point. hit rate 0.37% among 260,000. P16581. AID 686992, 2013. normalized: neutral wells 0, TNF-alpha wells 100. activation, % at 7.58 µM;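 active = mean E-selectin-positive cell signal at least 10% of the positive control, reached in at least 60% of replicates, without over 20% cell loss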;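 note: in these data hits start at about 27%; measured in HUVEC primary endothelial cells; signal is the percent of cells scored E-selectin positive by PE staining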
Target sequence (P16581 whole entry, looked up): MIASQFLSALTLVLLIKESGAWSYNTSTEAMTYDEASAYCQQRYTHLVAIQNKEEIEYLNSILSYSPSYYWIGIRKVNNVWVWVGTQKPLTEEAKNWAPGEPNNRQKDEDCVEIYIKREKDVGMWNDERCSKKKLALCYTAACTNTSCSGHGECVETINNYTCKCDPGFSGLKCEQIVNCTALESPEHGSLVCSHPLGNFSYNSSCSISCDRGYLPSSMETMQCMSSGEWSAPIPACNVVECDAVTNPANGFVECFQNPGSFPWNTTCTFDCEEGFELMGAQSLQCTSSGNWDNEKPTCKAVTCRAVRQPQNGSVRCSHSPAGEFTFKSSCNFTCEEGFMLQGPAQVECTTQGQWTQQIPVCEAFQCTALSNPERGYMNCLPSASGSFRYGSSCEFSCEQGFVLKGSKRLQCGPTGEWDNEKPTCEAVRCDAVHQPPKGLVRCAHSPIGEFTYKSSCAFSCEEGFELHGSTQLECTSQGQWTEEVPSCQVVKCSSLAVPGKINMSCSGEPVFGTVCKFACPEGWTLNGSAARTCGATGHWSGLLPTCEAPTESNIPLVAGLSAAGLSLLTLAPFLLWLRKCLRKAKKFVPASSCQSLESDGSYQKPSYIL
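material = human umbilical vein endothelial cells (HUVEC), E-selectin induction | quantity = 3,000 cells/well | medium = EGM-2 growth medium on 0.1% gelatin-coated wells | technique = immunofluorescence imaging | read-out basis = % PE-positive cells | control set = TNF-alpha positive control, DMSO neutral control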
FN deposition inh – inhibitors of fibronectin matrix deposition, primary screen, AH1F cells, Alexa488-fibronectin fluorescence, plate reader | AH1F fibroblasts, overnight | inhibition, % at 12.6 µM | hit rate 0.086% among 350,000 | AID 743247, 2014;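 active = mean inhibition across replicates of 30% or more, regardless of how many single replicates reach that level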;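 note: positive control wells lacked labelled fibronectin entirely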
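Material: AH1F fibroblast monolayer depositing Alexa488-labelled fibronectin into matrix / Amount: 10000 AH1F cells per well / Signal: fluorescence 485/525 nm / Medium: DMEM, 2% serum / Compound: single dose, pinned / Incubation: 1 h cell adhesion before compound, then overnight fibronectin incubation / Reagent: Alexa488-FN, 24 nM final / Read-out: inhibition of fibronectin deposition signal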
S100A4 inh HTS – inhibitors of S100A4-myosin IIA peptide binding, primary screen, biochemical, fluorescence polarization, TAMRA-MyoIIA peptide; inhibition, % at 10.7 µM; AID 652163, 2013; hit rate 0.14% among 360,000;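 active = mean inhibition of at least 70% across replicates, with every replicate also reaching that level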
Target sequence (P26447 whole entry, looked up): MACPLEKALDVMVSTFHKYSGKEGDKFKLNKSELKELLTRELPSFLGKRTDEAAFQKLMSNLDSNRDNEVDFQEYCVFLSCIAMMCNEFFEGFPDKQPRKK
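Material: S100A4 monomer (human). Medium: Calcium-containing HEPES buffer, pH 7.2. Probe or stimulus: labelled myosin peptide probe, 5 nM. Compound dosing: one concentration per compound. Timing: polarization read 5 min after assay mix addition, stable 5–60 min. Benchmarks: DMSO as neutral control, TFP as positive control.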
RAD54 branch – inhibitors of human RAD54 branch migration, primary screen, biochemical, fluorescence, single point. DNA repair and recombination protein RAD54-like (Homo sapiens), Q92698. RAD54 Holliday junction branch migration, FAM/BHQ fluorescence. inhibition, % at 10.4 µM. hit rate 0.14% among 360,000. AID 602329, 2012;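 active = mean normalized replicate activity at least 40 and at least half of replicates scoring 40 or more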;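 note: 0% = median of neutral control wells and 100% = median of positive control wells; inhibitors cause a drop in the FAM fluorescence signal; in these data hits start at about 50%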
esBAF inh – Bmi1 luciferase reporter increase in mESCs, primary screen, esBAF inhibitor project, mouse ES cells, Bmi1 luciferase knock-in, single point | 24 h; 100% = twice the neutral-well signal | reporter increase, % at 12.5 µM | hit rate 2% among 350,000; in the data active = activation above about 40%;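 note: 0% = median of the plate's neutral control wells and 100% = double that signal; a rise in the Bmi1 reporter signal indicates esBAF inhibition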
RAD52 anneal inh – RAD52 DNA annealing inhibitors, primary screen, biochemical, FRET, single point, set 2. DNA repair protein RAD52 homolog (Homo sapiens), P43351. recombinant RAD52 DNA annealing, FRET fluorescence. inhibition, % at 18.7 µM. hit rate 0.46% among 360,000. AID 651710, 2012;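 active = every replicate showing at least 50% inhibition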
An asterisk follows results filed as active; . = not tested or not shown; & = joins results of further samples.

SMILES	Xi reactivation	EWS-Fli block	E-selectin induc	FN deposition inh	S100A4 inh HTS	RAD54 branch	esBAF inh	RAD52 anneal inh
Cc1cc(C)c(S(=O)(=O)Nc2c(C)n(C)n(-c3ccccc3)c2=O)cc1[N+](=O)[O-]	0.0	9	-0.4	-4	-1	-23	-1	0
O=C(NCc1ccco1)c1cccc(-c2cncc3nccn23)c1	0.0	13	-0.2	1	3	-10	-2	-20
C[C@@H]1CN([C@H](C)CO)C(=O)Cc2cc(NC(=O)Cn3cnnn3)ccc2O[C@@H]1CN(C)C(=O)Nc1cccc2ccccc12	-0.7	1	-4.0	8	.	7	0	.
CO[C@H]1CN(C)C(=O)c2cc(NS(=O)(=O)CC(F)(F)F)ccc2OC[C@H](C)N(Cc2nccs2)C[C@H]1C	0.2	1	-0.2	6	-6	4	-1	-30
O=C(CSc1nnc(-c2ccccc2)o1)NC1CCS(=O)(=O)C1 (stereo unspecified)	0.0	-7	.	4	-3	.	.	-6
COc1ccccc1NC(=O)CCCc1c[nH]c2ccccc12	0.3	19	0.0	1	-4	-5	1	-16
Cc1ccc(C(=O)OCC(=O)NCC2CCCO2)c(C)c1 (stereo unspecified)	0.0	-5	.	3	-1	.	.	-2
COCC(=O)Nc1ccc2c(c1)OC[C@@H](C)N(C(=O)NC(C)C)C[C@H](C)[C@@H](OC)CN(C)C2=O	-0.3	4	-0.1	-12	.	.	-3	.
COc1ccc(CCNC(=O)CCc2nc3ccccc3[nH]2)cc1OC	0.3	4	0.1	9	-6	-6	-2	-12
COc1cc2[nH]c(=O)c(C(=O)NCc3ccc(C)cc3)c(O)c2cc1OC	0.2	2	-0.3	0	3	-6	-5	-20
CCCCN(CC)CCCNC(=O)c1cc2c(=O)n(CC)c3ccccc3c2s1	0.0	23	-0.3	19	-23	39	8	2
CCOc1ccc(Br)cc1S(=O)(=O)Nc1cccc(S(=O)(=O)N(C)C)c1	0.2	5	.	6	-1	.	.	-4
COc1ccccc1NC(=O)N[C@H]1C=C[C@H](CC(=O)NCc2ccc(Cl)c(Cl)c2)O[C@H]1CO	0.7	-5	-0.6	11	-3	8	-1	-6
COc1ccc(CNCc2cccc(OC)c2OC)cc1Br	-0.1	24	2.6	0	-1	.	.	6
O=C(O)c1cccc(S(=O)(=O)N(Cc2ccccc2)c2cccc(C(F)(F)F)c2)c1	0.1	-13	-0.1	0	-1	-4	8	-6
CCNC(=O)C[C@@H]1CC[C@H]2[C@H](COc3ccc(NC(=O)Nc4ccccc4Cl)cc3C(=O)N2C)O1	0.2	-7	0.2	-2	-3	8	5	-2
COc1cccc(S(=O)(=O)N2CCCCN3[C@H](CO)[C@@H](c4ccc(C#CC(C)C)cc4)[C@@H]3C2)c1	0.2	10	-0.6	.	54	11	.	-12
CC(C)(C)c1ccc(CNC(=O)c2ccc3c(c2)NC(=O)CO3)cc1	-0.1	3	0.9	-6	-5	.	.	-18
CCn1c(SCC(=O)Nc2ccc(C)cc2)nnc1-c1ccccn1	0.0	0	0.3	-4	0	1	-4	-2
CCN(Cc1ccccc1)C(=O)c1cc(S(=O)(=O)N2CCOCC2)cn1C	0.2	0	4.3	6	-4	6	-3	-12
COc1ccc2c3c(n(C)c2c1)[C@@H](CO)N(CC1CCCC1)CC31CCN(C(=O)CN(C)C)CC1	0.4	-4	-0.3	.	-1	.	.	-64
CCn1c(COc2ccc3ccccc3c2C)nnc1SCC(=O)Nc1cccc(C(=O)O)c1	0.3	.	-0.2	-1	2	18	.	-14
Cc1[nH]c(C)c(S(=O)(=O)N(C)Cc2ccccc2)c1C(=O)N1CCCCC1	0.0	.	.	5	0	4	-1	-10
Cc1cc(=O)oc2c3c(ccc12)OC/C3=N/N	.	3	-0.2	2	2	.	-8	-2
C[C@H](CO)N1C[C@H](C)[C@@H](CN(C)C(=O)Nc2ccc3c(c2)OCO3)OCCCC[C@H](C)Oc2ccc(NC(=O)Cc3ccccc3)cc2C1=O	-0.5	-7	0.7	.	.	1	6	.

Five records drawn at random from those above:
SMILES	Xi reactivation	EWS-Fli block	E-selectin induc	FN deposition inh	S100A4 inh HTS	RAD54 branch	esBAF inh	RAD52 anneal inh
Cc1ccc(C(=O)OCC(=O)NCC2CCCO2)c(C)c1 (stereo unspecified)	0.0	-5	.	3	-1	.	.	-2
CCn1c(SCC(=O)Nc2ccc(C)cc2)nnc1-c1ccccn1	0.0	0	0.3	-4	0	1	-4	-2
CCNC(=O)C[C@@H]1CC[C@H]2[C@H](COc3ccc(NC(=O)Nc4ccccc4Cl)cc3C(=O)N2C)O1	0.2	-7	0.2	-2	-3	8	5	-2
COc1ccccc1NC(=O)N[C@H]1C=C[C@H](CC(=O)NCc2ccc(Cl)c(Cl)c2)O[C@H]1CO	0.7	-5	-0.6	11	-3	8	-1	-6
CC(C)(C)c1ccc(CNC(=O)c2ccc3c(c2)NC(=O)CO3)cc1	-0.1	3	0.9	-6	-5	.	.	-18

Some of the entries so far, in markdown.
| Compound | Xi reactivation | EWS-Fli block | E-selectin induc | FN deposition inh | S100A4 inh HTS | RAD54 branch | esBAF inh | RAD52 anneal inh |
| --- | --- | --- | --- | --- | --- | --- | --- | --- |
| COCC(=O)Nc1ccc2c(c1)OC[C@@H](C)N(C(=O)NC(C)C)C[C@H](C)[C@@H](OC)CN(C)C2=O | -0.3 | 4 | -0.1 | -12 | . | . | -3 | . |
| Cc1[nH]c(C)c(S(=O)(=O)N(C)Cc2ccccc2)c1C(=O)N1CCCCC1 | 0.0 | . | . | 5 | 0 | 4 | -1 | -10 |

Continued.
SMILES	Xi reactivation	EWS-Fli block	E-selectin induc	FN deposition inh	S100A4 inh HTS	RAD54 branch	esBAF inh	RAD52 anneal inh
COCC(=O)Nc1ccc2c(c1)[C@H]1C[C@@H](CC(=O)NCC3CC3)O[C@H](CO)[C@H]1O2	0.1&0.0	2	5.5	-2&-4	0	.	.	-20
N/C(=N\N=C\c1ccc2c(c1)OCO2)SC1CC(=O)N(c2ccc(C(=O)O)cc2)C1=O (stereo unspecified)	0.0	5	.	.	-2	-1	-1	-2
Cc1oc(-c2cc(F)ccc2F)nc1CN1CCN(c2ncnc3ccccc23)CC1	0.0	-3	.	1	-6	-1	.	-11
COc1cc(NC(=O)Cn2cnc3c(OCc4ccccc4)ncnc32)cc(OC)c1OC	0.7	0	0.1	-24	2	0	-5	-10
Oc1ccc(-c2cnc3ccccc3n2)cc1	0.8	-64	0.0	4	-4	.	.	-5
Cc1ccc(-c2nc3ccccc3nc2Cl)cc1	-0.1	-34	2.2	7	3	.	.	-10
O=C(c1ccccn1)N1CC(=O)N2[C@H](CO)[C@H](c3ccc(C#CCc4ccccc4)cc3)[C@@H]2C1	0.4	.	-0.1	.	13	.	.	-4
C[C@H](CO)N1C[C@H](C)[C@H](CN(C)Cc2ccncc2)Oc2c(NC(=O)Nc3ccccc3)cccc2C1=O	-1.0	-2	-0.2	.	-3	-5	-1	7
CC1=C(C(=O)N2CCOCC2)C(c2ccccc2F)C2=C(CCCC2=O)N1 (stereo unspecified)	.	.	.	.	1	6	-1	-9
C[C@@H]1CN([C@H](C)CO)S(=O)(=O)c2ccc(Br)cc2O[C@@H]1CN(C)C(=O)NC1CCCC1	0.0&0.4	2&1	-0.2&0.9	5	0	5	1&-4	-13
C[C@@H]1CN([C@H](C)CO)C(=O)c2cc(C#Cc3ccccn3)cnc2O[C@@H]1CN(C)Cc1ccccc1	-0.9	10	-0.2	-10	.	.	-9	.
Cc1cccc(C(C(N)=O)c2ncc(C(F)(F)F)cc2Cl)c1 (stereo unspecified)	0.0	1	0.9	-2	2	.	.	-7
COc1ccccc1-c1c(C(F)(F)F)oc2cc(OS(C)(=O)=O)ccc2c1=O	-0.1	-4	.	-1	0	3	.	-3
Cc1ccc(S(=O)(=O)N[C@@H]2C=C[C@@H](CC(=O)NCc3ccccc3F)O[C@@H]2CO)cc1	0.5	-2	0.4	.	-12	0	1	4
Cc1ccc(S(=O)(=O)N(C)C[C@H]2OCCCC[C@@H](C)Oc3ccc(NS(=O)(=O)c4ccc(Cl)cc4)cc3C(=O)N([C@H](C)CO)C[C@H]2C)cc1	0.0	6	0.3	4	-15	-16	-4	24
COc1ccc(NC(=S)N(C)CC2COc3ccccc3O2)cc1 (stereo unspecified)	0.0	-5	.	.	-5	3	4	-7
O=C(C(=O)N1CCN(Cc2ccccc2)CC1)c1c[nH]c2ccccc12	-0.1	-17	.	-5	0	-17	-5	-17
N#Cc1cc2[nH]c3ccccc3c2[n+](-c2ccc([N+](=O)[O-])cc2)c1N	0.1	31	-0.1	1	-2	26	1	15
CN(C)C(=O)C[C@@H]1C[C@H]2c3cc(NC(=O)c4ccc5c(c4)OCO5)ccc3O[C@H]2[C@@H](CO)O1	0.3	-69	-0.6	6	9	2	-2	-4
CC(C)OC(=O)CN1C(=O)C(=O)c2ccccc21	.	.	17	3	.	1	-7	.
CC(=O)c1cccc(NC(=S)N2CCc3ccccc32)c1	0.2	.	0.3	.	1	-8	.	-86
N#C[C@H]1[C@H](c2ccccc2-c2ccccc2)[C@@H](CO)N1C(=O)NC1CCCCC1	0.0	-2	-0.2	0	7	.	.	-10
O=C(N/N=C/c1ccc(O)cc1)c1cccc(N/N=C/c2ccc(O)cc2)c1	-0.2	1	0.0	7	-12	-4	19	-7
O=C(C1CCN(S(=O)(=O)c2ccc(Cl)cc2)CC1)N1CCCC1	-0.1	-5	.	9	-2	.	-5	-6
CCCN1C[C@H](C)[C@@H](OC)CN(C)C(=O)c2ccc(NC(=O)c3ccc(F)cc3)cc2OC[C@@H]1C	-0.4	3	-0.1	6	.	9	5	.
SMILES	Xi reactivation	EWS-Fli block	E-selectin induc	FN deposition inh	S100A4 inh HTS	RAD54 branch	esBAF inh	RAD52 anneal inh
C[C@@H]1CN([C@H](C)CO)C(=O)c2c(c3ccccc3n2C)-c2ccccc2CO[C@H]1CN(C)C(=O)[C@H](C)c1ccccc1	-0.1	-3	-0.5	9	-2	.	.	18
Cc1ccc(S(=O)(=O)N(C)C[C@H]2Oc3c(NS(=O)(=O)c4ccc(F)cc4)cccc3C(=O)N([C@H](C)CO)C[C@@H]2C)cc1	0.0	-1	-6.9	.	.	3	-5	.
Cc1cc(N2CCN(C)CC2)nc2ccc(NC(=S)N3CCCCC3)cc12	4.0	-5	4.2	2	-5	43	.	71*
CCc1nnc(NC(=O)Cc2ccc(S(=O)(=O)N3CCCCC3)cc2)s1	0.0	12	-0.4	-6	-1	.	9	10
CCCC(=O)Nc1sc(-c2ccccc2)c(-c2ccccc2)c1C(=O)O	0.0	-10	.	-2	-2	.	0	-5
CCn1cc(CCC(=O)O)c(C)n1	0.0	-6	.	-3	1	.	.	-14
O=C(NCCCn1ccnc1)c1ccccc1Br	0.1	9	0.1	2	0	-1	-5	-8
